# Compound activity: PubChem BioAssay, Vanderbilt High Throughput Screening Facility
# Cav32 inh: blocks human Cav3.2 T-type calcium channel. 4% of 100,000 active. O95180. B-score at 10 µM. AID 449739. Cav3.2-expressing cells, Fluo-4 calcium fluorescence FDSS; stronger effect = lower value;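 active means single-dose well whose peak fluorescence ratio is a statistical outlier from its plate by either plate-standardised score or position-corrected B-score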
# Target sequence (O95180 whole entry, looked up): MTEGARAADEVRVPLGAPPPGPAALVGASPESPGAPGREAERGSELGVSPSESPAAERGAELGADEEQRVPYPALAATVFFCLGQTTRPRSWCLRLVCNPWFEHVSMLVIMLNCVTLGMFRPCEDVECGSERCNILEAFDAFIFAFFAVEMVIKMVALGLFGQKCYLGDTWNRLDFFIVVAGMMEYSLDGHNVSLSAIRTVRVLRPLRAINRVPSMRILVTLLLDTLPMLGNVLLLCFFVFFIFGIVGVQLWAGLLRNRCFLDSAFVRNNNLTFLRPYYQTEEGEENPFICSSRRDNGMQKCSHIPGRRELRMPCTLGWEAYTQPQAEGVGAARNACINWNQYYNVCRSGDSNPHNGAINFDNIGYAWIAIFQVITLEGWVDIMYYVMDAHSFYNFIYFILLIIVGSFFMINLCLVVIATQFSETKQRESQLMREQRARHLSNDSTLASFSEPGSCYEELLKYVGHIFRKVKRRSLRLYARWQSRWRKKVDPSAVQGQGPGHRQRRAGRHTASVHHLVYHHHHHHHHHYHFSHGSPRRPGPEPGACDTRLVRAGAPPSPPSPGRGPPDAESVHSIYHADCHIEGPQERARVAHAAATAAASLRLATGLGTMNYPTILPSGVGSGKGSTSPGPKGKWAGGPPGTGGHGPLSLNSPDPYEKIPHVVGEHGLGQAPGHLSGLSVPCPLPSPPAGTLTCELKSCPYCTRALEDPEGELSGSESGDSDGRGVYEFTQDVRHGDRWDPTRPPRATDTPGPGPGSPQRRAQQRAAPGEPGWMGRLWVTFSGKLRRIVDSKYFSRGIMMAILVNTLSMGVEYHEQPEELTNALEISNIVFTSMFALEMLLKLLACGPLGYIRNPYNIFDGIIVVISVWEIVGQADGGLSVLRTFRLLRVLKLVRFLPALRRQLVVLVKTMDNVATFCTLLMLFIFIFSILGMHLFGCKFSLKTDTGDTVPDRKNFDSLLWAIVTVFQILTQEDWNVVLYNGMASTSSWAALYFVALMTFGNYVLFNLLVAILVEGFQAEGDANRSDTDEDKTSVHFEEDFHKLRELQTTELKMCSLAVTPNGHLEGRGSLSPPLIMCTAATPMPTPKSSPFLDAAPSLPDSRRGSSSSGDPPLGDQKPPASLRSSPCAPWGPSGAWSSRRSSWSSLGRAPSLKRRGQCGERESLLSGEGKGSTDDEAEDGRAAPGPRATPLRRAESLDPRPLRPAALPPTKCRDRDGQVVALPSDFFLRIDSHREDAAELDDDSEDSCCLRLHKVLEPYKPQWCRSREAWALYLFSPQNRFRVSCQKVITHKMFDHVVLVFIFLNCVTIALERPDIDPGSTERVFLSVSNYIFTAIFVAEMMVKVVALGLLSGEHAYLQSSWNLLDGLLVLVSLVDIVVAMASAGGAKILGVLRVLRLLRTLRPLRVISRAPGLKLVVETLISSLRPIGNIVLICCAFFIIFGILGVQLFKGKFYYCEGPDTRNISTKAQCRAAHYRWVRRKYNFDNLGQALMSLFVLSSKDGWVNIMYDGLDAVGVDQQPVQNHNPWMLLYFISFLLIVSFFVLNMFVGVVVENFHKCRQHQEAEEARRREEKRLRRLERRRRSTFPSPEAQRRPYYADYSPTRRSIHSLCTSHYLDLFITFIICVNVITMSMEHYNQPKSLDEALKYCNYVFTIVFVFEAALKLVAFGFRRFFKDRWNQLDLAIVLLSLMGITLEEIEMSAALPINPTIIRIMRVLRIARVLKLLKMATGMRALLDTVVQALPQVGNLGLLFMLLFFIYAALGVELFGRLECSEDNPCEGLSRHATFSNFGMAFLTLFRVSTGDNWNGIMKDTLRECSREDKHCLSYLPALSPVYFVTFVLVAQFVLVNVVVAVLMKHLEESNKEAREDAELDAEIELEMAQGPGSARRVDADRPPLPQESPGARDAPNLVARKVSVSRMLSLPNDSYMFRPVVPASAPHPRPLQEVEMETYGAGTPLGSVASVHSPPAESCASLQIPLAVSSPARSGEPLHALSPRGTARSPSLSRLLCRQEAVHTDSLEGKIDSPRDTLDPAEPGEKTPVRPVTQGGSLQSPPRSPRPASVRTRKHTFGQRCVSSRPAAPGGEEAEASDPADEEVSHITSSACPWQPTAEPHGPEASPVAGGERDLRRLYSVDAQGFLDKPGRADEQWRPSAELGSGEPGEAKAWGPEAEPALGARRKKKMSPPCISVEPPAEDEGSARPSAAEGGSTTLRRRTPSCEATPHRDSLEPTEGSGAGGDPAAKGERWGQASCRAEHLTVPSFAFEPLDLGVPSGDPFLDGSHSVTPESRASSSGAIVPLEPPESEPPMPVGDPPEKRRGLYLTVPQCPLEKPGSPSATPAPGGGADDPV
# An asterisk follows results filed as active.
# Start of the data: the first 15 entries as a preview:
Cav32 inh,SMILES
0.585,O=C(Cc1cccs1)Nc1ccc(-c2nc3ccccc3[nH]2)cc1
-0.546,Cc1ccc(C(=O)Nc2c3c(nn2C(C)(C)C)CS(=O)(=O)C3)cc1C
-5.76*,O=C(Nc1ccccc1-c1nnc(SCc2ccccc2)o1)c1ccccc1
-0.499,CNC(=S)Nc1ccc2nc(C)c(C)nc2c1
0.571,COc1ccc(CNC(N)=O)cc1
0.119,Cn1c2c(c(=O)n(C)c1=O)[C@@H]1c3c(ccc4ccccc34)OC[C@@H]1CO2
1.05,Cc1ccccc1SCc1noc(C(=O)NCC2CCCO2)c1C(=O)O (stereo unspecified)
0.41,COC(=O)c1ccc(C(=O)OC)c(N)c1
1.21,COc1ccc(CCNC(=O)CSc2nc3c(c(=O)n(C)c(=O)n3C)n2C(C)C)cc1OC
0.826,c1cc2nnnn2nc1N1CCCCCC1
0.0301,CCn1c(=O)c(C(=O)Nc2nc3ccccc3[nH]2)c(O)c2ccccc21
-0.0851,CN(C)CC(=O)c1ccc(-c2ccccc2)cc1
1.04,Cc1n[nH]c(=O)nc1N1CCc2ccccc2C1
0.964,COc1ccccc1S(=O)Cc1ccc(C(=O)NCc2ccccc2Cl)o1 (stereo unspecified)
-0.0784,Cc1cc2nc(-c3cccc(NC(=O)c4ccc(Br)o4)c3)oc2cc1C

# Results, repeating the preview:
Cav32 inh,SMILES
0.585,O=C(Cc1cccs1)Nc1ccc(-c2nc3ccccc3[nH]2)cc1
-0.546,Cc1ccc(C(=O)Nc2c3c(nn2C(C)(C)C)CS(=O)(=O)C3)cc1C
-5.76*,O=C(Nc1ccccc1-c1nnc(SCc2ccccc2)o1)c1ccccc1
-0.499,CNC(=S)Nc1ccc2nc(C)c(C)nc2c1
0.571,COc1ccc(CNC(N)=O)cc1
0.119,Cn1c2c(c(=O)n(C)c1=O)[C@@H]1c3c(ccc4ccccc34)OC[C@@H]1CO2
1.05,Cc1ccccc1SCc1noc(C(=O)NCC2CCCO2)c1C(=O)O (stereo unspecified)
0.41,COC(=O)c1ccc(C(=O)OC)c(N)c1
1.21,COc1ccc(CCNC(=O)CSc2nc3c(c(=O)n(C)c(=O)n3C)n2C(C)C)cc1OC
0.826,c1cc2nnnn2nc1N1CCCCCC1
0.0301,CCn1c(=O)c(C(=O)Nc2nc3ccccc3[nH]2)c(O)c2ccccc21
-0.0851,CN(C)CC(=O)c1ccc(-c2ccccc2)cc1
1.04,Cc1n[nH]c(=O)nc1N1CCc2ccccc2C1
0.964,COc1ccccc1S(=O)Cc1ccc(C(=O)NCc2ccccc2Cl)o1 (stereo unspecified)
-0.0784,Cc1cc2nc(-c3cccc(NC(=O)c4ccc(Br)o4)c3)oc2cc1C
-0.071,COc1ccc(C(=S)NC2CCCCC2)cc1
-0.00428,Cn1c(=O)c2cc(S(=O)(=O)NCCC(=O)Nc3ccccc3F)ccc2n(C)c1=O
-1.11,Cc1cccc(C)c1OCC(O)Cn1nnc2ccccc21 (stereo unspecified)
0.438,O=C1OCCN1/N=C/c1ccc([N+](=O)[O-])o1
0.52,CCC(C)c1ccc(O)c(NC(=O)c2ncn[nH]2)c1 (stereo unspecified)
-0.0148,COCCn1c(SCC#N)nnc1-c1ccc2c(c1)OCO2
1.32,O=C(CSc1nnc(-c2cccnc2)n1-c1ccccc1)Nc1ccccn1
0.873,O=c1c2ccccc2nnn1CSc1nnc(-c2ccc3c(c2)OCO3)o1
-2.62*,O=C1CC(N(CCc2ccccc2)C(=S)Nc2cc(Cl)ccc2Cl)C(=O)N1c1c(Cl)cccc1Cl (stereo unspecified)
0.665,COc1ccc(OCC(=O)N2CCN(C(=O)c3cccc4ccccc34)CC2)cc1
1.52,COc1ccc(C(=O)N2CCN(C(=O)c3ccco3)CC2)cc1OC
-1.01,CCn1c(SCC(=O)N2c3ccccc3CCc3ccccc32)nc2c1c(=O)n(C)c(=O)n2C
1.12,CC1CCCCN1C(=O)COc1ccc(NC(=O)c2ccco2)cc1 (stereo unspecified)
-0.462,CCCCOc1ccc(-c2nc(=S)[nH][nH]2)cc1
-1.26,CCOc1cc(S(=O)(=O)N2CCOCC2)ccc1F
-1.97,O=C(OCC(=O)c1ccc([N+](=O)[O-])cc1)/C(=C\c1ccc(Cl)cc1)NC(=O)c1ccccc1
-1.75,CC(=O)N1c2ccccc2C(C)CC12CCCCC2 (stereo unspecified)
0.00258,Cc1cc(=O)c2n(Cc3ccccc3Cl)nc[n+]2[nH]1
0.364,Cc1cc(C(F)(F)F)n2ncc(C(=O)O)c2n1
0.044,CCOc1ccc(NC(=O)C2CCCN(C(=O)Nc3ccccc3)C2)cc1 (stereo unspecified)
-2.62,CCOC(=O)c1c(NC(=O)CSc2nc3ccccc3s2)sc(C(C)=O)c1C
1.18,CN1CCN(CCCNC(=O)c2ccc(CSCc3cccc(Cl)c3)o2)CC1
0.631,CCn1c(SCC(=O)Nc2cc(C)on2)nnc1-c1ccc(S(=O)(=O)N2CCN(C)CC2)cc1
-2.46,COCCCn1c(=NC(=O)c2ccncc2)c(C#N)cc2c(=O)n3cccc(C)c3nc21
-0.138,CC(=O)c1cccc(NC2c3ccccc3C(=O)N2Cc2ccc3c(c2)OCO3)c1 (stereo unspecified)
-0.437,CCOP(=O)(c1ccc(N(C)C)cc1)C(O)c1cc(OC)c(OC)c(OC)c1 (stereo unspecified)
-2.17,CCOc1cccc(C(=O)Nc2cccc(-c3nc4ncccc4o3)c2C)c1
1.26,CC(C(=O)NC1=NCCS1)N1C(=O)C2CC=CCC2C1=O (stereo unspecified)
0.0851,Cc1nccn1CC(O)COc1ccccc1 (stereo unspecified)
0.667,COc1cc2c(cc1OC)-c1nnc(C)n1C1(CCCC1)C2
1.99,Cn1c(=O)c2c(nc(SCCCO)n2Cc2ccccc2Cl)n(C)c1=O
0.736,CC(=O)c1cc2c(cc1NC(=O)C1CC1)OCO2
-0.00169,CC1(C)Oc2ccc3ccc(=O)oc3c2-c2cnoc21
-3.33,Clc1ccc(OCc2nnc3n2N=C(c2ccc4c(c2)OCCO4)CS3)c(Cl)c1
-8.16*,c1ccc(C(c2nnnn2C2CCCC2)N2CCN(c3nc4ccccc4s3)CC2)cc1 (stereo unspecified)
0.769,CCSc1nc(C2CC2)cc(-c2ccco2)c1C#N
-0.705,Cc1ccc(-c2nc(NC(=O)CSc3nnc4scc(-c5ccccc5)n34)ns2)cc1
-1.4,COc1ccc(C)cc1NCc1cccc(OC)c1OC
-0.095,COc1ccc2c(c1)Sc1ccccc1N2CCN(C)C
-0.0649,CCSC(C)CC1C/C(=N/O)c2c(CC)noc2C1 (stereo unspecified)
-1.99,COc1ccc(OC)c(C(=O)CSc2nccc(-c3ccc(Br)cc3)n2)c1
0.85,COC(=O)Cc1[nH]nc2c1C(c1c[nH]c3ccccc13)C(C#N)=C(N)O2 (stereo unspecified)
-0.0353,CSc1ccccc1-c1nnc(-c2ccc(Cl)cc2)o1
-0.14,CCCN(Cc1ccccc1)C(=O)Nc1ccc2c(c1)nnn2C
-0.0296,CCO[C@H]1OC(C(N)=O)=C[C@@H](C)[C@@H]1CCCO

# More records follow:
Cav32 inh,SMILES
-2.44,Cc1nc(SCC(=O)c2cccs2)c2oc3ccccc3c2n1
0.487,CCn1c(SCc2nc3ccccc3[nH]2)nnc1-c1ccncc1
-0.102,CCc1cc(OCCN2C(=O)NC(C)(C)C2=O)ccc1Cl
-0.268,O=C(Nc1ccc(Cl)c(Cl)c1)OCCNC(=O)c1cccc(Cl)c1
0.263,NC(=O)C1=C[C@@H](c2ccc(Br)cc2)C[C@@H](OCc2ccc(CO)cc2)O1
-6.31*,O=C(NC1CCCCC1)c1sc(=S)n2c1[nH]c(=O)c1ccccc12
-1.28,Cc1ccc(C)c(N(CC(=O)NCCC2=CCCCC2)S(C)(=O)=O)c1
-1.8,COc1ccc(N2CCN(c3oc(Cc4ccccc4)nc3C#N)CC2)cc1
-0.115,COc1ccc(C2C(C(N)=O)=C(C)Nc3ncnn32)cc1 (stereo unspecified)
-4.84*,O=C(CN(Cc1ccco1)C(=O)CNS(=O)(=O)c1ccc(Cl)cc1)NC1CCCCC1
0.753,COC(=O)c1c(C(C)=O)cnc2ccc(Br)cc12
-1.45,CC1=C(C(=O)OC2CCCCCCC2)C(c2ccc(O)cc2)NC(=O)N1 (stereo unspecified)
1.08,C/C(=N\OC(=O)Nc1ccc(Cl)cc1)c1ncc(C(F)(F)F)cc1N1CCOCC1
0.782,CCOc1ccc(NC(=O)CSc2nnc(C)n2CC2CCCO2)cc1 (stereo unspecified)
0.891,Cc1nn(CC(=O)NCc2ccccc2)c(=O)c2ccccc12
-0.225,CC(C)(C)OC(=O)N1CCC(CC2CC(c3ccccc3)=NO2)(C(=O)O)CC1 (stereo unspecified)
1.18,C/C(N)=C(/C#N)C(=O)COC(=O)c1ccncc1
1.11,Cc1[nH]c(=O)[nH]c(=O)c1S(=O)(=O)N1CCCC(C(=O)N2CCN(c3ccccc3Cl)CC2)C1 (stereo unspecified)
-6.25*,CN(Cc1ccccc1)c1nc2c(c(=O)n(C)c(=O)n2C)n1CCCc1ccccc1
0.537,COCC(=O)Nc1nnc(CCc2ccccc2)s1
-2.58,Cc1cc(Cl)ccc1OC(C)C(=O)Nc1ccc(S(=O)(=O)Nc2cnc3ccccc3n2)cc1 (stereo unspecified)
-0.464,CC1CCN(C(=O)C(Cc2ccccc2)n2cccc2)CC1 (stereo unspecified)
-0.292,CCOC(=O)CNC(=O)Cn1cnc2c(nnn2-c2cccc(Cl)c2)c1=O
1.12,CCOc1ccc(S(=O)(=O)N(CC(N)=O)c2ccc(C)cc2)cc1
-4.16,Cc1nc2sccn2c(=O)c1CCN1CCC(=C(c2ccccc2)c2ccc(F)cc2)CC1
0.48,CC(C)COCC1CC2(CC(C)C(=O)CC2=O)C(=O)O1 (stereo unspecified)
0.00479,C/C(NCCCn1ccnc1)=C(\C#N)C(N)=O
2.35,COc1cc(NCCCCCCCN)c2ncccc2c1
0.371,COc1ccc(NC2=C(C(C)=O)C(c3ccc4c(c3)OCO4)C(C(C)=O)C(C)(O)C2)cc1 (stereo unspecified)
0.292,O=C(C1CCN(S(=O)(=O)c2ccc(F)cc2)CC1)N1CCOCC1
1.02,COc1ccc(-c2c(C(F)(F)F)oc3c(CN4CCN(C)CC4)c(O)ccc3c2=O)cc1
-0.0622,O=C(O)CN(c1ccc2c(c1)OCCO2)S(=O)(=O)c1ccccc1
1.18,CCOc1ccc(N(C(C)C(=O)NCc2ccco2)S(C)(=O)=O)cc1 (stereo unspecified)
0.539,Cn1c(SCC(=O)N2CCN(c3ccccc3)CC2)nnc1-c1ccco1
-0.124,CN(CCCNS(=O)(=O)c1cccc2cccnc12)Cc1ccccc1
0.101,S=C1NC(c2ccccc2)=NCN1c1ccccc1
-5.08*,N#Cc1ccccc1Cn1c(=O)n(C2CCCC2)c(=O)c2ccccc21
-0.188,N#Cc1c(NC(=O)c2ccncc2)sc2c1CCC2
-0.0251,N#CC1=C2SCN(Cc3ccccc3)CN2C(=O)CC1c1ccc2c(c1)OCO2 (stereo unspecified)
-0.0155,COc1ccc(OC)c(S(=O)(=O)NC2CCCCC2)c1
-0.892,COC(=O)C(Cc1cnc(Cl)s1)(C(=O)OC)c1ccccc1[N+](=O)[O-]
0.00684,Cc1ccc(CNc2ccc(CNc3ncn[nH]3)cc2)cc1
-1.97,Cc1cc(C)n2nc(C(=O)Nc3nccs3)nc2n1
-0.917,O=C(OCc1cc2ccccc2[nH]c1=O)c1ccncc1
-0.056,O=c1cc(NCc2ccco2)[nH]c(=O)n1-c1ccc(Br)cc1
-4.42*,CCN(CC)S(=O)(=O)c1ccc(NC(=O)CCC2CCCCC2)cc1
0.57,CCCOC(=O)/C(=C\c1ccc([N+](=O)[O-])o1)NC(=O)c1ccccc1
-2.2,Cc1sc(-n2c(C)cc(/C=C3\SC(=S)NC3=O)c2C)c(C#N)c1C
0.544,CC(=O)N1CCc2cc(S(=O)(=O)NCCC(=O)NCCc3ccccc3)ccc21
-2.57,O=C(Nc1ccc(Cl)c(C(F)(F)F)c1)[C@@H]1CC=C[C@@H]2CCN(Cc3ccccc3)C(=O)[C@@H]21
0.409,CCC(NS(=O)(=O)c1ccc(C)cc1)C(=O)N1CCN(c2ccccn2)CC1 (stereo unspecified)
-4.03*,Cc1cccc(NC(=O)c2cc(NC(=O)C3CCCCC3C(=O)O)ccc2N2CCCCC2)c1 (stereo unspecified)
-0.587,Cc1cc(O)c(/C=N/Nc2ccc(Cl)cc2)c(=O)o1
-0.581,Cc1noc(C)c1COC(=O)[C@H](C)NS(=O)(=O)c1ccc(Cl)c(Cl)c1
1.91,O=C(CN1CCC(NC(=O)Cc2ccccc2)CC1)Nc1cccc2ccccc12
-0.437,O=C(NCc1cccc(Br)c1)C1CC2Cn3c(nc4ccccc43)C2N1Cc1ccccc1 (stereo unspecified)
0.937,COc1ccc2c(c1)nc(SCC(=O)c1cccs1)n2C
0.291,CC1(C)C(CO)=CC(=O)C2=C1SCC(=O)N2
0.413,Cc1c(NC(=O)C(C)Oc2ncnc3ccccc23)c(=O)n(-c2ccccc2)n1C (stereo unspecified)
-1.81,CC(C)N(Cc1nc(-c2ccccc2)no1)C(=O)CCCN1C(=O)c2ccccc2C1=O

# The list goes on:
Cav32 inh,SMILES
0.00955,COc1ccc([C@@H]2C[C@@H](c3ccccc3)Oc3cc(C)cc(C)c32)cc1
-0.556,Cc1csc2ncc(C(=O)NCc3ccccc3Cl)c(=O)n12
-1.97,C=CCn1c(COc2ccc(Cl)cc2)nnc1SCC(=O)N1CC(=O)Nc2ccccc21
0.496,Cc1ccc2nc(SC(C)C(=O)N3CCCC3)[nH]c2c1 (stereo unspecified)
0.501,Cc1ccc(-c2nnn(CC(=O)N(c3ccccc3)C(C(=O)NC3CCCC3)c3ccco3)n2)o1 (stereo unspecified)
-2.88,CCN(CC)NC(=S)Nc1ccccc1
0.403,O=C(CCc1ccc(S(=O)(=O)N2CCOCC2)cc1)N1CCCC1
-0.721,CCNc1nc(SCCOc2ccc(C)cc2)nc(N(C)C)n1
-0.684,CCc1nc2ccccc2c(C(=O)Oc2cccc3cccnc23)c1C
1.37,C/C=C(\CS(=O)(=O)c1ccccc1)S(=O)(=O)c1ccccc1
0.892,CC1(C)Cc2c(c(-c3ccccc3)[nH]c(=O)c2C#N)CS1
0.0378,Cc1cc(N(C)C)c(C#N)c(=O)[nH]1

# Some of the compounds tested; rates above refer to the full screens.
